Assay outcomes from PubChem BioAssay.
CTSL1 counter: cathepsin L1 inhibition, PFM18AAP counter-screen | actives 0.49% (n = 300,000) | recombinant F. hepatica cathepsin L1, Z-Leu-Arg-MCA fluorescence | inhibition, % at 5.96 µM;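 active = inhibition above the mean of all tested compounds plus 3 SD, set per screening campaign, cut at about 17% in these data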;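 also: 0% = plate median of test compound wells and 100% = 1 µM Z-Phe-Ala-diazomethylketone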
PP5 primary: blocks human protein phosphatase 5 activity; AID 1987; purified PP5c, OMFP substrate fluorescence; inhibition, % at 6.7 µM; actives 0.18% (n = 320,000);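 active = inhibition above the campaign's mean inhibition across all tested compounds plus 3 SD, cut at about 9.5% in these data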;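 also: 0% = DMSO only and 100% = 100 µM cantharidin control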
GASC-1 inh: human JMJD2C demethylase inhibition; Q9H3R0; GST-JMJD2C(1-420) H3K9me3 demethylation, DELFIA europium; inhibition, % at 2.35 µM; actives 0.069% (n = 330,000); AID 2099;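 active = more than half of a compound's replicate wells show inhibition beyond 50%, single wells judged on their own value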;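 also: signal counts dimethyl H3K9 product captured on neutravidin plate; 0% = median of DMSO wells and 100% = 0.3 times that DMSO median; strong numbers were not always called active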
VLA-4 inh: inhibition in a human VLA-4 binding assay. VLA-4 expressing cells, ligand binding flow cytometry. inhibition, % (about 7 µM as worked out from the volumes in the protocol). actives 0.2% (n = 330,000). AID 2557; in the data active = inhibition above about 50%
PP1 counter: PP1-alpha (human) inhibition in PP5 counter-screen. P62136. purified PP1alpha, OMFP fluorescence. inhibition, % at 6.7 µM. actives 0.9% (n = 320,000). AID 2235;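 active = inhibition above the mean inhibition of all tested compounds plus 3 SD, computed separately for each screening campaign, cut at about 15% in these data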
Target sequence (P62136 whole entry, looked up): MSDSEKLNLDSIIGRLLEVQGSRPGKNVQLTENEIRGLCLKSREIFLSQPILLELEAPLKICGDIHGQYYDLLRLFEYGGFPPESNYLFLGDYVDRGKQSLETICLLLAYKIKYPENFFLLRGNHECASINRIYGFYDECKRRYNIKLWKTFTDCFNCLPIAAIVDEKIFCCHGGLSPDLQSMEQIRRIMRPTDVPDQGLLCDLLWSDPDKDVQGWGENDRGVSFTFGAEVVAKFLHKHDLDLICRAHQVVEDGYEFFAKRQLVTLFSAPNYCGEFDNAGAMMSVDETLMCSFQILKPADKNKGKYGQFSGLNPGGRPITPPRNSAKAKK
GRK2 aptamer HTS: human GRK2 inhibition via aptamer displacement | P25098 | bead flow cytometry, FAM-aptamer displacement from GRK2 | inhibition of aptamer binding, % at 10 µM | actives 0.59% (n = 330,000) | AID 488847;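 active = inhibition of aptamer binding above 40%, roughly 3 SD of noise, on plates passing a quality check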;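 also: median bead fluorescence of bound FAM aptamer so fluorescent compounds give negative values; no value below 0 was filed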
core dimer inh: HCV core protein dimerization inhibition. TR-FRET GST/Flag-core106 dimerization, 1536-well. inhibition, % at 5 µM. actives 0.33% (n = 300,000);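 active = inhibition above the mean of all tested compounds plus 3 SD, set per screening campaign, cut at about 45% in these data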
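Test system: GST/Flag-tagged HCV core106 proteins; Medium: KF-containing HEPES buffer, pH 7.45, DTT, CHAPS, BSA; Times: compound-protein-antibody incubation 4 h at 22.5 °C; Detection: TR-FRET 671 and 617 nm emission; Benchmarks: wells lacking GST-core106 and wells with excess unlabelled core106.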
proCasp7 act: counter-screen for procaspase-3 activators: activators of human procaspase-7; P55210; recombinant procaspase-7, Ac-DEVD-pNA absorbance 405 nm; D23A/D198A/D206A triple mutant, cannot self-cleave; scale: DMSO 0, 5 µM enzyme 100; activation, % at 8.5 µM; actives 0.093% (n = 330,000);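 active = percent activation above the screen-wide mean plus 3 SD, cut at about 25% in these data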
Target sequence (P55210 whole entry D23A/D198A/D206A): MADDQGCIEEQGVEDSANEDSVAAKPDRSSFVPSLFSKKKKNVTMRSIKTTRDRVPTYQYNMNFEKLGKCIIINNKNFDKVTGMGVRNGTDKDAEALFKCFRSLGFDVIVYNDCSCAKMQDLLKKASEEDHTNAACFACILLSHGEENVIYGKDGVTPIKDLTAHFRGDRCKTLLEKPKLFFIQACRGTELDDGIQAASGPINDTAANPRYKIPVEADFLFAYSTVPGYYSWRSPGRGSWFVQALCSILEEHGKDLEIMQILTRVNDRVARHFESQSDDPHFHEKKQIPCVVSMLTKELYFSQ
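buffer or medium = Zinc-free HEPES/NaCl buffer, pH 7.4 | material = Procaspase-7 triple mutant (PC-7 D3A) | input = 2 µM procaspase-7 mutant as dispensed | signal = Epi-absorbance of released pNA at 405 nm, two timepoints | timing = 1 h preincubation, 2 h reaction | replicates = singlicate compound testing | evaluation = % activation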
proCasp3 act: activators of human procaspase-3. AID 463141. recombinant procaspase-3 D3A, Ac-DEVD-pNA absorbance 405 nm. P42574. activation, % at 8.5 µM. actives 0.11% (n = 330,000);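 active = activation above the mean of all tested compounds plus 3 SD, cut at about 21% in these data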;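 also: 0% = DMSO alone and 100% = DMSO wells spiked with extra 5 µM PC-3 D3A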
Target sequence (P42574 whole entry D9A/D28A/D175A): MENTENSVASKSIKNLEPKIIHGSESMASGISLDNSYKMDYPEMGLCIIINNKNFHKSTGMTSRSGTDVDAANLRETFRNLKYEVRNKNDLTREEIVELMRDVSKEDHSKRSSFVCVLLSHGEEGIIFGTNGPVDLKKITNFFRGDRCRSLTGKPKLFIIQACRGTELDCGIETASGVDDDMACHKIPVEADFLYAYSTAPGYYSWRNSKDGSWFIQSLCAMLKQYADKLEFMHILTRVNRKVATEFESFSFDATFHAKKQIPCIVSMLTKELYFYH
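Test system: Procaspase-3 D3A mutant; medium: Zinc-free HEPES/NaCl buffer with 0.01% Triton X-100 at pH 7.4; reagent: DEVD-pNA substrate; doses: one concentration, 8.5 µM nominal, 0.8% DMSO; times: 1 h preincubation plus 2 h reaction at 25 °C; signal: Epi-absorbance at 405 nm of released p-nitroaniline, 0 and 120 min; replicates: singlicate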
* marks the source's active call; other numbers are inactive results; . = no result given.

SMILES	CTSL1 counter	PP5 primary	GASC-1 inh	VLA-4 inh	PP1 counter	GRK2 aptamer HTS	core dimer inh	proCasp7 act	proCasp3 act
CC(C)CNC(=S)NNC(=O)c1ccco1	2	-0.6	5	4	0	0	3	-11	-5
COC(=O)C1=C(C)N(CCCC(=O)O)C(=O)NC1c1ccc(-c2ccccc2)cc1 (stereo not given)	0	3.1	-11	10	3	2	6	2	0
O=C1CN(C(=O)COC(=O)CCCOc2ccccc2)c2ccccc2N1	-43	1.2	-2	-12	-2	2	5	4	-6
Cc1cccc(-n2c(-c3cccc([N+](=O)[O-])c3)nc3nc4ccccc4nc32)c1	-3	2.4	-6	-3	0	0	-10	-7	-6
O=C(O)/C=C/C(=O)Nc1ccccc1C(=O)OCC(=O)c1ccc2c(c1)OCCO2	12	-1.3	.	-12	0	0	3	-3	-1
O=C(Cc1cccs1)Nc1cccc(C(=O)Nc2ccc(C(=O)O)cc2)c1	-4	3.0	-9	0	-2	0	-4	0	3
CCOC(=O)[C@@H]1[C@H]2COc3ccccc3[C@H]2N2C(=O)N(c3ccc(Cl)cc3)C(=O)[C@@]12C	-1	3.6	14	19	-1	0	-6	-9	1
COc1ccc(-c2nc(N)n(S(=O)(=O)c3ccc(C)cc3)n2)cc1	4	4.0	-8	5	0	0	-2	-9	-3
O=C(c1cc([N+](=O)[O-])ccc1Cl)N1CCN(Cc2ccc3c(c2)OCO3)CC1	-2	1.2	9	22	-3	2	5	4	4
CCSc1nc(N2CCOCC2)c2c(c1C#N)CC(C)(C)N(C)C2	-4	0.7	4	2	-6	0	0	-8	1
O=C(CNC(=O)c1cc2ccccc2o1)NCc1cccs1	2	1.5	0	35	0	0	0	13	5
Oc1ccc(CN2CCCCC2)c2cccnc12	2	1.5	1	-4	3	3	-1	-7	-1
CCCC(=O)N(CCN(Cc1ccccc1)C(=O)CCC)Cc1ccccc1	1	1.5	1	-6	3	0	7	1	-2
O=[N+]([O-])c1ccc(N2CCCCC2)s1	3	5.3	-10	0	5	0	-8	-12	-23
CCCCC1C2=C(CC(C)(C)CC2=O)OC2=C1C(=O)CC(C)(C)C2	2	2.7	11	.	2	1	8	1	-1
CO/N=C/NC(=O)c1c(OC)ccnc1Oc1ccc(Cl)cc1	-2	-0.9	2	3	-9	0	6	-5	2
Cc1cccc(NC(=S)NCCSc2ccc(Cl)cc2)c1	4	3.6	7	-7	5	3	0	0	-7
C=CC1=C(C(=O)O)N2C(=O)C(NC(=O)Cc3ccccc3)C2SC1 (stereo not given)	5	3.0	-9	7	0	11	0	-12	-16
Cc1ccc(NC(=O)c2ccnc(C(C)(C)C)c2)cc1	1	0.6	-4	7	0	0	0	8	9
COc1ccc(CNC(=O)CCn2nc(C)c3c(C)n(-c4ccccc4)nc3c2=O)c(OC)c1	-1	5.8	1	0	2	0	-4	1	2
C=CCNC(=S)NNc1ncnc2sc3c(c12)CC(C)(C)OC3	-3	0.7	-14	3	-3	2	-5	-16	-13
COc1ccc(NC(=O)c2c(N)no[n+]2[O-])cc1	3	-1.5	-1	3	-1	0	1	0	3
NC(=O)c1ccsc1NC(=O)C1CCCCC1	-10	-4.1	-9	12	9	7	2	-12	-3
CCOc1ccc(-c2nc3c(s2)CCc2onc(-c4ccc(OC)cc4)c2-3)cc1	-3	-0.2	7	3	1	0	-13	8	3
C[C@@H]1C=C(C(=O)N2CCN(Cc3ccccc3)CC2)O[C@H](OCc2ccc(CO)cc2)C1	0	-1.0	10	9	-2	1	-8	3	5
CC(C)c1c(C(=O)N/N=C/c2ccc(C(F)(F)F)cc2)nnn1-c1nonc1N	5	6.0	-8	1	4	0	-5	-10	-5
O=S(=O)(NCCc1nnc2ccc(SCc3cccnc3)nn12)c1ccccc1	2	-0.3	-5	2	-3	0	-77	-7	3
Cc1cc(Cl)ccc1OCCCC(=O)N1CCN(S(=O)(=O)c2ccccc2)CC1	1	2.3	20	10	3	4	6	6	-2
Cc1cccc(OCC(=O)O/N=C(\N)c2ccccn2)c1C	-15	4.0	-1	-4	-1	5	2	-2	-6
Cc1cccc(OCCCC(=O)Nc2ccc(S(=O)(=O)Nc3ncccn3)cc2)c1C	0	2.9	-2	7	-2	0	35	4	0

Part of the list above in order of SMILES length, highest first.
SMILES	CTSL1 counter	PP5 primary	GASC-1 inh	VLA-4 inh	PP1 counter	GRK2 aptamer HTS	core dimer inh	proCasp7 act	proCasp3 act
CC(C)c1c(C(=O)N/N=C/c2ccc(C(F)(F)F)cc2)nnn1-c1nonc1N	5	6.0	-8	1	4	0	-5	-10	-5
Cc1cccc(OCCCC(=O)Nc2ccc(S(=O)(=O)Nc3ncccn3)cc2)c1C	0	2.9	-2	7	-2	0	35	4	0
Cc1cccc(OCC(=O)O/N=C(\N)c2ccccn2)c1C	-15	4.0	-1	-4	-1	5	2	-2	-6
NC(=O)c1ccsc1NC(=O)C1CCCCC1	-10	-4.1	-9	12	9	7	2	-12	-3

Following part
SMILES	CTSL1 counter	PP5 primary	GASC-1 inh	VLA-4 inh	PP1 counter	GRK2 aptamer HTS	core dimer inh	proCasp7 act	proCasp3 act
C[C@H](CO)N1C[C@H](C)[C@@H](CN(C)S(=O)(=O)c2ccccc2)Oc2c(NC(=O)Cc3ccccc3)cccc2C1=O	.	.	28	-10	.	4	.	11	9
CC(/C=N/NC(=O)c1ccc(Cn2cc([N+](=O)[O-])cn2)o1)=C\c1ccccc1	1	0.7	-10	9	-1	0	3	-2	3
CC1(c2ccccc2)NC(=O)N(CC(=O)NCc2ccc3c(c2)OCO3)C1=O (stereo not given)	-7	3.6	-12	3	3	3	-6	-16	4
Cc1nn(C)c(N)c1[N+](=O)[O-]	1	-1.3	-3	17	-5	2	2	0	-5
NC(=O)C(Cc1ccccc1)NC(=O)C12CC3CC(CC(C3)C1)C2 (stereo not given)	3	-2.2	-1	-4	-2	0	8	-5	2
COc1cccc(CNC(=O)C2(C)Oc3ccccc3NC2=O)c1 (stereo not given)	2	0.0	-1	-7	-10	5	-6	7	-4
COc1ccc(S(=O)(=O)NC2CC3CCC2C3)cc1Cl (stereo not given)	-2	3.4	2	4	-2	1	-3	9	2
COCC(C)n1c(SCC(=O)NC(=O)NCc2ccccc2)nc2ccccc2c1=O (stereo not given)	.	.	0	-3	.	1	.	2	1
C/C(CC(=O)N(C(C)C)C(C)C)=N\NC(=O)COc1ccc(Cl)cc1Cl	4	2.1	-1	6	-2	0	0	-4	3
O=S(=O)(Nc1ccc(S(=O)(=O)N2CCCC2)cc1)c1ccccc1Br	.	0.3	6	3	-2	2	.	8	3
N=c1c(C(=O)NCc2ccc(F)cc2)cc2c(=O)n3ccccc3nc2n1Cc1ccco1	1	-2.1	-1	10	2	2	29	-5	-10
Cc1cc(C)c(NC(=O)C2CCCN2CCC(C)C)c(C)c1 (stereo not given)	0	-0.2	-2	1	10	0	7	6	2
Cc1cc(C)nc(SCC(=O)c2ccc([N+](=O)[O-])cc2)n1	0	0.0	-4	1	-5	0	3	1	-3
COc1ccc(CN2[C@@H](CC(=O)O)c3ccccc3S2(=O)=O)cc1	1	0.9	45	0	-6	7	-11	1	1
CC(=O)Nc1ccc2oc(-c3ccccc3Br)nc2c1	-5	1.4	5	17	-5	0	10	1	-6
Cc1ccc2cccc(NC(=O)c3ccc(Br)o3)c2n1	4	0.0	6	4	1	2	8	4	4
COc1ccc2nc(SCC(=O)Nc3nccs3)[nH]c2c1	-1	1.0	3	3	1	0	-5	-4	-6
O=C(O)CSC1c2ccccc2C(=O)N1Cc1ccccc1 (stereo not given)	-6	1.2	-6	6	-4	0	-2	-10	1
Cc1noc(C)c1S(=O)(=O)N1CCN(C(c2ccccc2)c2ccc(Cl)cc2)CC1 (stereo not given)	1	1.9	-1	-14	0	4	7	-5	-4
Cc1sc(NC(=O)c2ccccc2F)c(CN2CCCCC2C)c1C (stereo not given)	-3	1.8	4	-2	-4	0	3	3	2
NC(=S)N=Nc1c(O)n(C2OC(=O)c3ccccc32)c2ccccc12 (stereo not given)	6	1.4	0	-3	3	1	-4	-4	-16
CC(C)(C)NC(=O)CCN(/N=C/c1ccccc1F)C1=NS(=O)(=O)c2ccccc21	5	-1.9	-6	-4	-3	0	17	6	-1
Fc1ccc(CNc2nc3ccccc3n3nnnc23)cc1	1	-0.7	4	-38	-3	2	-3	8	-9
Cc1cccc(/C=C2\CCC(C3CCCC3)C2=O)c1 (stereo not given)	-1	1.1	-3	3	-3	0	6	-4	8
COc1cccc2[nH]c(C(=O)NCC3CCCO3)cc12 (stereo not given)	-1	1.6	8	10	-4	0	4	2	5
O=C(Cn1c(SCc2ccccc2)nc2ccccc21)N1CCOCC1	-2	-0.7	-5	-2	-3	1	-2	-5	8
CCOC(=O)c1ccc(N/C(=N\S(=O)(=O)c2ccccc2C)c2ccccc2)cc1	4	4.8	-3	9	5	0	10	-4	4
O=C(NCC1CC1)c1ccccc1Cl	-2	-2.4	-8	20	-3	1	2	-5	9
CCOC(=O)N1CCN(c2c(N3CCc4ccccc4C3)c(=O)c2=O)CC1	1	2.9	0	-2	0	2	5	-8	8
Cc1ccc(CNc2nc3c([nH]2)c(=O)n(C)c(=O)n3C)cc1	-1	0.8	1	-5	-1	0	-7	3	-1
O=C(COC(=O)C1CC2CCCC(C1)C2=O)Nc1ccc(Cl)cn1 (stereo not given)	.	-0.7	.	5	-5	3	.	11	3
COc1ccc(OC)c(-n2c(C)nc3cc(C(=O)O)ccc32)c1	4	0.9	0	2	-1	4	-3	1	-6
CC(C)[C@H](NC(=O)c1ccc(Cl)cc1)C(=O)OCC(=O)N1CCN(c2ccccc2)CC1	.	.	1	0	.	0	.	7	7
C=C(C)C1CC=C(C)/C(=N\NC(=O)CNc2ccccc2OC)C1 (stereo not given)	4	1.1	-2	37	-2	0	10	-8	-11
CCS(=O)(=O)n1nc(-c2ccc(Cl)cc2)nc1SC	5	3.0	0	-3	1	6	-2	13	-8
O=C(CCc1ccccc1)C(=O)N1CCCC(C(=O)c2cccc(Cl)c2)C1 (stereo not given)	-2	2.1	-5	13	2	0	8	-8	1
Fc1cccc(Cl)c1CSc1nnc(CNc2ccccc2)o1	-1	-1.5	-29	-6	6	4	5	-7	2
C=CCN1C(=O)S/C(=C/c2ccc(Sc3nc4ccccc4[nH]3)o2)C1=O	-2	1.9	-6	10	0	0	-2	-13	-10
Cc1noc(NS(=O)(=O)c2ccc(NC(=O)CCC3CCCC3)cc2)c1C	-1	2.2	1	-5	4	0	6	0	-2
CN(C(=O)c1ccc2c(=O)n3c(nc2c1)CCCCC3)c1ccccc1F	-2	-1.3	3	2	-9	0	2	6	-2
